# Bioassay records (PubChem)
# MazF activator: activators of E. coli MazEF toxin-antitoxin RNase, primary screen, biochemical, fluorescence, uHTS. Endoribonuclease toxin MazF (Escherichia coli (strain K12)), P0AE70. FAM/BHQ RNA-DNA oligo cleavage fluorescence, 5 h. activation, % at 20 µM. 0.32% of 350,000 active; in the data active = activation above about 50%
# Target sequence (P0AE70 whole entry, looked up): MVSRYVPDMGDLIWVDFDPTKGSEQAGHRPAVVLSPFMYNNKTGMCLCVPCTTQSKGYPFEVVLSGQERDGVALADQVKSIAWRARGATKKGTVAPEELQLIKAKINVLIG
# Vc quorum ag: inducers of Vibrio cholerae quorum light production without autoinducers, primary screen, BH1578 luxS cqsA deficient, single point; V. cholerae BH1578 lux reporter, luminescence, 6 h; 0.16% of 350,000 active; activation, % at 18.7 µM; in the data active = activation mostly above about 9.7%, no sharp cut-off; note: not every result past the cut was called active; inactives centre near 0; reference of the scale not given here
# Y pestis TopoI: Yersinia pestis topoisomerase I inhibitors, primary screen, biochemical, cleavage product accumulation, plate reader, single point; AID 504884, 2011; 0.064% of 360,000 active; Y. pestis Topo-I cleavage product accumulation; activity, % at 10 µM; DNA topoisomerase I (Yersinia pestis CO92); in the data active = activity above about 50%, passing the limit was not always enough; note: inactives centre near 2
# Rv3671c protease: Rv3671c serine protease inhibitors, primary screen, biochemical, fluorescence polarization, M. tuberculosis H37Rv | P9WHR9 | 0.048% of 320,000 active | inhibition, % at 5.96 µM | AID 2606, 2010; in the data active = inhibition above about 38%;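 note: extracellular domain of Rv3671c used as enzyme; 0% = enzyme with DMSO and 100% = no enzyme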
# Target sequence (P9WHR9 whole entry, looked up, the tested form may be a part): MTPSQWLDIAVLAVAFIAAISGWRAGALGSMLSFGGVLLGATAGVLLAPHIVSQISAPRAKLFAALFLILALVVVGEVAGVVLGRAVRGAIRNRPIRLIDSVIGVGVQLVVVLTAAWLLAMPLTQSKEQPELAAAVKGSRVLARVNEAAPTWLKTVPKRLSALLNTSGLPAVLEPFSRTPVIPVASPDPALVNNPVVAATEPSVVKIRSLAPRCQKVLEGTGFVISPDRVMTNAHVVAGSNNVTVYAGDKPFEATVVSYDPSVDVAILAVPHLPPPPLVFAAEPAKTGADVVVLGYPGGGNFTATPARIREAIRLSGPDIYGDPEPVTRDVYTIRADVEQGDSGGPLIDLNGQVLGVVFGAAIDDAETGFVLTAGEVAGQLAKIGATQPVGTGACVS
# CCHF vOTU inh: CCHFV vOTU protease inhibitors, primary screen, biochemical, Pep-AMC substrate, fluorescence; inhibition, % at 11.5 µM; Crimean-Congo hemorrhagic fever virus L polyprotein viral ovarian tumor (vOTU) protease …; 0.55% of 370,000 active; in the data active = inhibition above about 30%; note: 0% = vehicle wells with enzyme and 100% = no enzyme wells
# PrPC TRFRET: inhibitors of human cell surface prion protein PrPC, primary screen, cell-based, TR-FRET; Major prion protein (Homo sapiens), P04156; TR-FRET read-out; inhibition, % at 13.8 µM; 0.43% of 370,000 active; AID 720596, 2013; in the data active = inhibition above about 24%; note: 0% = median of the test wells and 100% = reference compound wells
# 3CLpro inhibitor: SARS-CoV 3CLpro protease inhibitors, primary screen, biochemical, quenched FRET; inhibition, % at 6 µM; Replicase polyprotein 1ab (Severe acute respiratory syndrome coronavirus), P0C6X7; recombinant SARS-CoV 3CLpro, quenched FRET peptide cleavage; 0.14% of 290,000 active; in the data active = inhibition above about 12%
# TcdB GH inh: TcdB glycohydrolase inhibitors, primary screen, biochemical, single point, plate reader. TcdB glycohydrolase enzymatic assay. 0.24% of 350,000 active. inhibition, % at 9.99 µM. Toxin B (Clostridioides difficile), P18177. AID 652162, 2013; in the data active = inhibition above about 10%
# SSB-PriA inh: inhibitors of Klebsiella pneumoniae PriA binding to SSB C-terminal tail, primary screen, biochemical, AlphaScreen; PriA–SSB C-terminal tail interaction (Klebsiella pneumoniae); inhibition, % at 33 µM; AID 1272365, 2023; 0.6% of 430,000 active; AlphaScreen SSBct-PriA binding, biotinylated peptide; in the data active = inhibition mostly above about 37%, no sharp cut-off; inactive = mostly below about 20%;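 note: plate controls were negative control peptide for no effect and reference peptide for full effect; strong numbers were not always called active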
# VHR inh abs: VHR1 phosphatase inhibitors, primary screen, biochemical, absorbance, uHTS | Dual specificity protein phosphatase 3 (Homo sapiens), P51452 | recombinant VHR phosphatase, pNPP absorbance | inhibition, % at 13.3 µM | 0.52% of 290,000 active; in the data active = inhibition above about 50%; note: some compounds called inactive have numbers as strong as hits
# Target sequence (P51452 whole entry, looked up): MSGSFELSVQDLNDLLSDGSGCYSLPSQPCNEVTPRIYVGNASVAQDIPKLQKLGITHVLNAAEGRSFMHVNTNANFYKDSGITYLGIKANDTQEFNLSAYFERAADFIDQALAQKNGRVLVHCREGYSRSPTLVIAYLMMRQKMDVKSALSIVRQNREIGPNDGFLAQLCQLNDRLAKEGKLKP
# An asterisk follows results filed as active; i = inactive; / = no result given. Not all compounds are listed, so the mix of outcomes need not match the whole.
SMILES,MazF activator,Vc quorum ag,Y pestis TopoI,Rv3671c protease,CCHF vOTU inh,PrPC TRFRET,3CLpro inhibitor,TcdB GH inh,SSB-PriA inh,VHR inh abs
O=C(Cn1cc(C(=O)c2ccco2)c2ccccc21)Nc1ccccc1,9.8,/,4.5,-6.7,4.0,10.1,4.8,/,10.5,2.6
Cc1nnc2ccc(N3CCN(c4ccccn4)CC3)nn12,6.4,-0.3,4.1,-6.2,1.1,-3.5,2.1,4.7,-0.8,41.9
CCOC(=O)N1CCN(C(=O)c2ccc3c(=O)n(-c4ccc(OC)cc4OC)c(=S)[nH]c3c2)CC1,-0.5,-0.2,-5.1,-3.2,3.6,5.8,-2.1,/,-20.1,10.2
COc1ccc(CC(NC(C)=O)C(=O)NC2CCN(C(=O)C3CC3)CC2)cc1OC (configuration not stated),-4.3,i,-5.0,4.3,15.6,-2.9,0.5,0.6,1.9,13.8
CN(C)CCN1C(=O)C(=O)/C(=C(/O)c2ccc(S(=O)(=O)N3CCOCC3)cc2)C1c1ccc(Br)cc1 (configuration not stated),0.7,i,9.3,-1.6,6.8,-9.7,1.8,0.6,/,33.5
COC(=O)c1cc(COc2ccc3ccc(=O)oc3c2)c(C)o1,-19.8,i,3.3,-5.6,-17.0,-3.6,-0.1,/,-12.3,9.9
CCOCCCNC(=O)CSc1nc2nc(C)c(Cc3ccccc3)c(C)n2n1,-0.2,3.7,-0.4,8.4,13.7,2.8,1.9,1.9,-1.9,1.1
COc1ccccc1Oc1cn[nH]c1-c1ccc(OCC(=O)NN)cc1O,-2.1,-1.4,2.8,-22.7,-6.4,3.7,-0.5,1.3,3.5,27.4
COc1ccc(-c2sc3ccccc3c2C#CCO)cc1,-0.9,i,4.5,-20.8,6.0,-9.8,3.1,0.4,-29.0,16.6
O=C(CSc1nnc(C2CC2)n1Cc1ccccc1)N1CCN(S(=O)(=O)c2ccccc2)CC1,3.5,-0.3,7.8,9.9,-6.7,9.9,1.5,/,-2.1,20.9
Cc1cc(C(F)(F)F)c(C#N)c(=O)[nH]1,-5.7,-0.3,-3.2,-0.3,-116.4,-4.1,1.4,/,1.8,8.8
CC1(C)C(=O)N(OCc2ccccc2)C(C)(C)C(=O)N1OCc1ccccc1,7.7,-0.3,-0.8,-1.8,4.1,4.4,-1.9,/,-2.8,11.6

# Some of the entries so far, as tab-separated lines:
canonical_smiles	MazF activator	Vc quorum ag	Y pestis TopoI	Rv3671c protease	CCHF vOTU inh	PrPC TRFRET	3CLpro inhibitor	TcdB GH inh	SSB-PriA inh	VHR inh abs
CCOC(=O)N1CCN(C(=O)c2ccc3c(=O)n(-c4ccc(OC)cc4OC)c(=S)[nH]c3c2)CC1	-0.5	-0.2	-5.1	-3.2	3.6	5.8	-2.1	/	-20.1	10.2
CC1(C)C(=O)N(OCc2ccccc2)C(C)(C)C(=O)N1OCc1ccccc1	7.7	-0.3	-0.8	-1.8	4.1	4.4	-1.9	/	-2.8	11.6
COc1ccccc1Oc1cn[nH]c1-c1ccc(OCC(=O)NN)cc1O	-2.1	-1.4	2.8	-22.7	-6.4	3.7	-0.5	1.3	3.5	27.4

# (more compounds)
SMILES,MazF activator,Vc quorum ag,Y pestis TopoI,Rv3671c protease,CCHF vOTU inh,PrPC TRFRET,3CLpro inhibitor,TcdB GH inh,SSB-PriA inh,VHR inh abs
COCC(=O)Nc1ccc(S(=O)(=O)Nc2ccccn2)cc1,1.3,-0.3,6.5,-9.2,-15.0,1.1,0.1,0.9,-14.2,10.3
O/N=C(\c1ccc(Cl)cc1Cl)c1ncc(C(F)(F)F)cc1Cl,-8.6,-0.1,-11.6,-2.1,16.1,8.2,2.4,/,/,-15.9
CC1(C)OC(=O)C2(Cc3ccccc3N3CCCCC32)C(=O)O1 (configuration not stated),6.9,-0.1,11.7,12.7,6.0,-1.6,-0.7,/,2.5,18.2
Nc1ncnc2c1ncn2[C@@H]1O[C@H](COS(=O)(=O)O)[C@@H](O)[C@H]1O,-2.3,-0.6,2.3,3.9,2.6,0.7,/,-0.6,-1.5,/
COc1ccc(CN(C)CCCn2cnc3c(OCc4ccccc4)ncnc32)cc1OC,3.0,i,16.2,/,-2.6,-10.7,/,1.3,5.8,/
C1CN(c2nc3nonc3nc2N2CCSCC2)CCO1,3.0,2.3,8.3,5.0,-4.1,3.6,-3.9,0.0,3.6,27.1
COc1ccc2c(c1)C(NC(C)=O)C(=O)N2CCc1ccccc1 (configuration not stated),8.4,1.1,-10.0,3.6,3.8,-5.8,4.0,0.4,3.2,12.0
COC(=O)c1c(NC(=S)Nc2ccc(CC(=O)O)cc2)sc(C)c1C,-2.6,1.0,2.0,-0.8,8.2,8.3,2.6,/,-7.0,-11.0
Cc1c(Cl)cccc1N1C(=O)C(N2C(=O)c3cccc([N+](=O)[O-])c3C2=O)C1c1cccs1 (configuration not stated),1.3,i,-4.9,-7.9,/,/,12.2,1.8,-16.6,27.3
CCCCOC(=O)Nc1ccccc1C(=O)OC,-7.0,i,-2.0,-14.3,0.2,-1.8,-3.3,/,-29.8,25.5
COc1ccc(CNC(C)(C)C)cc1Cl,4.5,-0.2,6.7,-8.4,-7.2,1.7,-4.9,-1.0,-7.9,32.7
COc1ccc(C(=O)OCC(=O)NC2CCCC2)cc1OC,3.8,-7.7,1.8,10.2,-6.9,-2.8,-2.6,-0.6,1.5,1.8
CC(Sc1nnc(-c2ccco2)n1C)C(=O)N(C)C1CCCCC1 (configuration not stated),0.4,-5.3,11.2,2.3,7.2,5.4,/,-2.8,-3.6,/
Clc1c(-c2nnc3n2CCC3)sc2ccccc12,2.3,i,12.2,5.8,8.9,6.7,-0.9,/,0.1,15.5
CNC(=O)C1CCCN1S(=O)(=O)c1ccc(OC)cc1 (configuration not stated),4.9,3.6,-5.1,-1.6,-0.5,-2.6,-0.4,/,-19.0,-16.1
CCOC(=O)N1CCN(S(=O)(=O)c2cc([N+](=O)[O-])ccc2C)CC1,3.5,i,0.1,9.5,-3.2,-10.4,1.2,1.0,5.2,-3.2
COc1ccc(CNC(=O)C(OC(=O)c2ccco2)c2ccc(OC)cc2)cc1 (configuration not stated),1.8,i,0.0,-4.7,1.7,-0.3,-1.4,/,-2.7,33.2
N[C@@]12CCc3nonc3[C@]1(O)CC(c1ccccc1)=[N+]2[O-],-3.9,-0.3,3.3,-0.2,0.8,-5.9,0.7,/,-21.1,8.4
COc1ccc([C@H]2/C=C\CN(C(=O)CC(C)(C)C)[C@@H](C)C(=O)N2Cc2ccc(F)cc2)cc1,-0.7,-0.7,23.8,-5.2,-0.8,4.6,/,1.9,-2.3,/
CCOC(=O)/C(C#N)=C(C)/C=C1\Sc2ccccc2N1CC,-634.0,-0.4,-1.9,-5.4,-9.4,-11.2,-4.1,-0.1,-1.2,-1.6
Cc1nc2ccccc2n1Cc1ccccc1Br,7.1,0.4,-10.1,-5.7,-5.3,7.4,-3.4,1.1,-12.9,8.1
CNC(=O)COC(=O)CCC(=O)c1cccs1,6.3,i,10.8,-5.5,8.6,-1.1,1.6,0.2,-10.8,9.9
Cc1ccc(C(=O)C2CCN(CC(=O)Nc3ccc4c(c3)OCCO4)CC2)cc1,0.3,-0.4,27.7,-1.1,-0.5,-9.6,0.7,/,3.2,13.4
CCCCc1nnc(SCC(=O)Nc2nccs2)n1CC,3.5,-2.5,17.1,1.7,-2.9,-3.0,-0.7,-1.0,-18.9,27.9

# Record cards, from the list above. Order of values: MazF activator	Vc quorum ag	Y pestis TopoI	Rv3671c protease	CCHF vOTU inh	PrPC TRFRET	3CLpro inhibitor	TcdB GH inh	SSB-PriA inh	VHR inh abs
# CCCCc1nnc(SCC(=O)Nc2nccs2)n1CC in the list: 3.5	-2.5	17.1	1.7	-2.9	-3.0	-0.7	-1.0	-18.9	27.9
# CNC(=O)COC(=O)CCC(=O)c1cccs1 in the list: 6.3	i	10.8	-5.5	8.6	-1.1	1.6	0.2	-10.8	9.9

# (continued)
SMILES,MazF activator,Vc quorum ag,Y pestis TopoI,Rv3671c protease,CCHF vOTU inh,PrPC TRFRET,3CLpro inhibitor,TcdB GH inh,SSB-PriA inh,VHR inh abs
COc1cc(-c2cc(NC=O)c3ncc(-c4cccc(C(F)(F)F)c4)n3c2)cc(OC)c1OC,/,-0.2,18.9,/,0.9,4.8,/,0.1,/,/
COc1cc2c(cc1NC(=O)C(C)N1CCN(S(=O)(=O)c3ccccc3[N+](=O)[O-])CC1)oc1ccccc12 (configuration not stated),1.2,-1.0,1.2,-6.1,-5.7,-1.4,-0.1,/,-15.0,31.2
Cc1ccc(C(C(=O)NCCc2ccccc2)N(C(=O)c2csnn2)C2CC2)cc1 (configuration not stated),3.8,-0.3,21.9,-6.0,4.0,0.6,1.2,-2.3,3.4,-3.8
Cc1c(Cl)c(C(=O)NC2C3CC4CC(C3)CC2C4)nn1C (configuration not stated),-1.0,-1.4,15.0,-2.6,10.7,10.0,-0.3,/,1.3,-4.7
Cc1nc(SCC(=O)Nc2cc(C)on2)c2c3c(sc2n1)CCCC3,63.5*,1.5,2.4,-2.9,-3.3,5.2,-7.0,/,2.4,-4.9
Cc1cc(C)cc(-n2ncc3c2CCCC3NC(=O)c2ccccc2)c1 (configuration not stated),6.4,0.0,24.2,/,10.3,1.3,/,-0.6,/,/
COc1cc(C2CC(=O)Oc3cc4c(cc32)OCO4)cc(OC)c1OC (configuration not stated),-0.3,-0.4,4.5,/,1.0,-4.9,/,0.6,-4.3,/
Cc1cc(C(F)(F)F)cc(NNC(=O)NC(=O)c2ccc(Cl)cc2)n1,6.6,1.3,-0.7,8.8,-19.6,-7.5,-0.2,0.8,-6.9,6.2
COc1ccccc1C1=NOC(C)(c2nnc(-c3cccc(Cl)c3)o2)C1 (configuration not stated),2.1,-1.3,30.2,1.2,-8.3,7.2,/,0.9,-30.1,/
Cc1cc(Cl)ccc1OCCCC(=O)Nc1cccnc1,2.6,0.5,-10.1,-7.4,4.7,4.8,-4.1,/,-3.1,11.7
CNC(=O)COC(=O)c1ccc2c(c1)S(=O)(=O)c1ccccc1C2=O,7.2,-4.4,-0.2,-9.8,6.5,-24.5,-2.4,-1.0,-9.7,2.1
COc1ccc(CCNC(=O)c2cc(-c3ccccc3)c(N3CCOCC3)s2)c(OC)c1OC,7.0,-0.3,28.5,-0.1,18.2,-5.6,2.3,1.1,10.7,-2.4
CCOC(=O)c1ccc(Nc2ccc(-c3ccc(OC)c(OC)c3)nn2)cc1,5.1,-0.7,2.1,-5.3,4.8,5.1,1.0,/,-2.5,18.8
O=C(OCc1ccccc1)N1CCC2CC1c1cc(N3CCN(S(=O)(=O)c4cccc(C(F)(F)F)c4)CC3)ccc12 (configuration not stated),-1.8,i,6.5,/,9.4,-5.2,/,0.1,/,/
Cc1ccc(C)c(N=C2CCCN2Cc2ccccc2)c1C#N,3.0,i,15.0,4.3,-11.7,-5.7,3.0,/,-43.5,13.6
COc1ccccc1CCNC(=O)c1cc(C2CC2)nc2c1cnn2C(C)C,-3.9,i,18.1,/,8.8,5.9,/,3.0,-20.6,/
O=C1NC(=O)/C(=C\c2cn(Cc3ccccc3F)c3ccccc23)N1,15.8,-0.6,-10.9,-37.6,-0.2,1.4,-2.1,0.0,-1.3,15.4
COc1cccc(-c2nnc(-c3ccc(C(F)(F)F)cc3)o2)c1,2.0,-0.3,-2.3,-2.9,-6.5,1.4,2.9,/,-14.0,17.8
Cc1ccc(/C=N/NC(=O)c2nnn(-c3nonc3N)c2C(C)C)o1,6.3,i,0.4,1.6,9.4,-5.5,-0.8,-1.5,/,42.6
